Assay outcomes (PubChem BioAssay)
NPYLR7 agonist = activates Aedes aegypti NPYLR7 receptor; HEK293T NPYLR7/Galpha15, GCaMP6s calcium fluorescence; activation, % at 10 µM; 0.15% of 270,000 active; AID 1259423; in the data active = activation above about 40%;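 note: 0% = vehicle and 100% = reference agonist at the receptor; some compounds past the cut are filed as inactive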
hcGAS inh = blocks human cGAS activity; Q8N884; recombinant h-cGAS, ATP depletion, Kinase-Glo luminescence; inhibition, % at 12.5 µM; 0.081% of 290,000 active; AID 1259398;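 note: 0% = vehicle reaction and 100% = reaction without DNA for no activity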
Target sequence (Q8N884 whole entry, looked up): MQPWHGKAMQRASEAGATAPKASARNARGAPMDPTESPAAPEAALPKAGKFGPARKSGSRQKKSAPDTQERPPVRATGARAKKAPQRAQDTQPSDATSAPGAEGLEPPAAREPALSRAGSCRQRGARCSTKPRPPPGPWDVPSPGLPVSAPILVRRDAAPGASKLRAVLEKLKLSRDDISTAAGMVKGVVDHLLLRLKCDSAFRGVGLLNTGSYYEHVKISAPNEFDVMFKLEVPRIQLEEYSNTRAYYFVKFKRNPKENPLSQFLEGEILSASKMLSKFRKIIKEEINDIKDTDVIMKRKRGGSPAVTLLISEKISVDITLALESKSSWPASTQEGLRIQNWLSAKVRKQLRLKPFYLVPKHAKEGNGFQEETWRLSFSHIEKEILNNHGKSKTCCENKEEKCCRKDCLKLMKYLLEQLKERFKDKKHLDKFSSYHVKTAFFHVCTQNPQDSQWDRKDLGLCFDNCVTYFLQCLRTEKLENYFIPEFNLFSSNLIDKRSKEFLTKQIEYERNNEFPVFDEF
mcGAS lum = mouse cGAS inhibition by luminescence | Q8C6L5 | recombinant cGAS, Kinase-Glo ATP depletion luminescence | 0.15% of 160,000 active | inhibition, % at 12.5 µM | AID 1259399;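 note: 0% = negative control wells and 100% = reference inhibitor with no enzyme activity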
Numbers without * were called inactive; · = no result given. Cut-off read from the data, not from the text of the source, unless noted: active = inhibition above about 40%; inactive = the rest.

structure	NPYLR7 agonist	hcGAS inh	mcGAS lum
O=C(CCC1CCCC1)N1CCN(S(=O)(=O)c2ccc3c(c2)OCCCO3)CC1	6	-7	-6
Cc1ccc(NC(=O)CN2c3ccccc3NC(=O)C2(C)C)cc1	-23	-12	·
Cc1ccc(C)c(S(=O)(=O)N(C(=O)c2ccncc2)c2ccc(OC(=O)c3ccncc3)cc2)c1	2	-3	·
Cn1c(=O)oc2cc(S(=O)(=O)NCC3CCCO3)ccc21 (stereo unspecified)	5	1	-2
Cc1noc(C(C)N2CCN(S(=O)(=O)N3CCOCC3)CC2)n1 (stereo unspecified)	-2	-10	·
CC(C)CCN1c2nc(Nc3cc(F)c(O)c(F)c3)ncc2N(C)C(=O)C1C (stereo unspecified)	-4	-7	-11
COc1ccc(S(=O)(=O)N(CC(=O)Nc2cc(-c3ccccc3)nn2-c2ccc(C)cc2)CC(C)C)cc1	0	-3	-5
c1ccc(CCN2CCN(C3CCOC4(CCOCC4)C3)CC2)cc1 (stereo unspecified)	·	-11	-6
COC(=O)C1=C(O)/C(=C\c2ccncc2)SC1=Nc1ccc(OC)c(OC)c1	-4	-1	-3
CCOC(=O)C1CCN(CC(=O)N2N=C(c3ccc(C)cc3C)CC2c2ccc(OC)cc2)CC1 (stereo unspecified)	-5	-3	-4
COc1cc(CN2CCc3c([nH]c4ccccc34)C2c2cccc(O)c2)cc(OC)c1OC (stereo unspecified)	11	-6	-17
CCOC(=O)Cn1nc(C(C)C)c2cnn(-c3ccc(F)cc3)c2c1=O	5	-4	·
Cc1cccc(C(=O)NC(=NCc2ccc3c(c2)OCO3)OC(C)C)c1	9	2	1
CCCCOC(=O)NS(=O)(=O)c1sc(CC(C)C)cc1-c1ccc(Cn2c(CC)nc3c(C)cc(C)nc32)cc1	4	-7	-4
COc1ccc(NC(=O)c2nnn(CC(=O)Nc3ccc(C)cc3C)c2N)c(OC)c1	-5	-6	-9
CCOc1ccccc1CN1CCN(Cc2ccc3cc(F)ccc3n2)CC1CCO (stereo unspecified)	-5	3	·
CCOc1ccc(NC(=O)N2CCCN(c3nc(Cc4ccc(C)cc4)nc4onc(-c5cccnc5)c34)CC2)cc1	11	-5	-3
CC(C)S(=O)(=O)c1ncc(CN(C)C)n1CCc1ccccc1	2	-6	-9
COCCN(Cc1nc(-c2ccc(OC)cc2F)oc1C)C(C)C	-7	0	-4
O=C(CN1C(=O)NC(c2cccc(Cl)c2)C2=C1COC2=O)Nc1ccc(F)cc1F (stereo unspecified)	-8	1	·
O=C(N=Nc1c(O)[nH]c2ccccc12)c1cnc2ccccc2c1	-2	-5	·
COC(=O)C(Cc1ccccc1)NC(=O)c1ccc(-n2nc(-c3ccc(Cl)cc3)cc2N)cc1 (stereo unspecified)	-9	-7	-3
O=C(NC(c1ccccc1)c1ccc(Cl)cc1)C1CC=CCC1C(=O)N1CCN(c2ccccn2)CC1 (stereo unspecified)	8	1	1
Cn1nccc1C(=O)Nc1sc2c(c1C#N)CCC2	-5	0	-4
COC(=O)c1ccc(COn2c(=O)c(-c3cccs3)[n+]([O-])c3ccccc32)cc1	0	-5	·
Cc1ccc(C=Cc2sc3ccccc3[n+]2CCCS(=O)(=O)O)cc1	17	-7	·
CCOC(=O)N1CCN(CC(=O)N2CCC(C(N)=O)CC2)CC1	·	6	-8
O=C(NC1CC1)C1CCCN(C2CCN(c3ccnc4ccccc34)CC2)C1 (stereo unspecified)	26	-8	·
COc1ccc(CC(=O)NC(C)c2nnc(SCc3cccc(OC)c3)n2-c2cc(Cl)ccc2C)cc1 (stereo unspecified)	24	-2	-5
COc1cc(OC)c(CNC(=O)NCc2ccc(C#N)cc2)c(OC)c1	2	-7	·
CCCCCCCC(=O)NCC1CCN(c2nc(Cc3ccc(F)cc3)ns2)CC1	·	-13	-7
COC(=O)C1=C(C)NC2=C(C(=O)CC(c3ccccc3)C2)C1c1ccc(Cl)cc1 (stereo unspecified)	4	-2	·
CCS(=O)(=O)CCNC(=O)Nc1ccc2nc(OC)ccc2c1	3	-3	·
O[C@@H]1CN(Cc2ccc(-c3ccn[nH]3)s2)CC[C@H]1c1ccc(F)cc1	-2	0	·
COc1ccc(S(=O)(=O)N(Cc2ccc(OS(=O)(=O)c3cccc(C(F)(F)F)c3)cc2)Cc2ccco2)cc1	·	-12	-4
C=CCC1(CC=C)CCCN1C(=O)C1(N)CC1	-5	-2	·
CC(C)(C)OC(=O)N1CCC(C(=O)NCCSC2Sc3ccccc3NC2=O)CC1 (stereo unspecified)	-7	-4	-3
O=C(NCC1CCOCC1)C1c2ccccc2C(=O)N(C2CCCCC2)C12CCCCC2 (stereo unspecified)	·	5	2
CC1(OC(=O)c2ccc(-c3cnco3)cc2)CCC1	1	-16	-14
CN(CCCc1cnn(C)c1)C(=O)c1ccc2ccccc2n1	-4	-7	-10
OC(COCc1ccco1)CN(Cc1ccccc1)Cc1cccs1 (stereo unspecified)	23	-3	-4
CN(C)S(=O)(=O)N1CCc2onc(-c3ccc(-c4ccccc4)cc3)c2C1	16	-5	-8
COc1cccc(NC(=S)N2CCc3[nH]cnc3C2c2ccc(F)cc2)c1 (stereo unspecified)	0	-1	0
O=C(OC(CCl)CCl)c1ccc(N2C(=O)C3C4CCC(C4)C3C2=O)cc1 (stereo unspecified)	4	-5	·
NC(=O)C1CCN(C(c2ccccc2)c2ccc(Cl)cc2)CC1 (stereo unspecified)	-4	-3	-1
CC(C)COc1nc(-c2cccc(C(F)(F)F)c2)n(-c2ccc(NC(=O)c3cccc(F)c3)cc2)n1	10	-7	-5
Cn1ncc(N=Cc2ccc([N+](=O)[O-])cc2)c1C(=O)N1CCOCC1	-4	-5	·
Cc1[nH]nc2c1C(c1ccccc1)N(c1ccc(Br)cc1)C2=O (stereo unspecified)	1	13	·

Gathered by group, those above containing a CF3 group (two)
structure	NPYLR7 agonist	hcGAS inh	mcGAS lum
COc1ccc(S(=O)(=O)N(Cc2ccc(OS(=O)(=O)c3cccc(C(F)(F)F)c3)cc2)Cc2ccco2)cc1	·	-12	-4
CC(C)COc1nc(-c2cccc(C(F)(F)F)c2)n(-c2ccc(NC(=O)c3cccc(F)c3)cc2)n1	10	-7	-5

Later entries.
Each structure is followed by: NPYLR7 agonist, hcGAS inh, mcGAS lum
> O=C1CN(C(=O)CN2CCCC2CC2CCCCC2)CCN1 (stereo unspecified)
→ 6, -9, ·
> CC(Oc1ccc2c(c1)OCO2)c1n[nH]c(Cc2ccccc2)n1 (stereo unspecified)
→ 21, -3, -14
> CCNC(=O)CN(c1nc(-c2ccc(OC)cc2)cs1)c1ccccc1Cl
→ ·, -5, -5
> NC(=O)CCN(C(=O)c1cccc2c1OCCO2)c1ccccc1
→ 5, -9, ·
> CCn1nnc2cc(C(=O)N3CCN(c4ccccc4)CC3)ccc21
→ -1, -2, 0
> CCN(Cc1ccncc1)C(=O)CSCc1ccccc1Cl
→ 3, -7, -18
> CCn1nnc2c(=O)n(CC(=O)c3ccccc3)cnc21
→ 2, -7, ·
> O=C(O)C(=O)N1C2CCC3(CC2)OC(=O)N(Cc2ccccc2)CC13 (stereo unspecified)
→ 28, -7, -8
> CN(C)CC(=O)N[C@H]1CC[C@@H]2SC[C@@H](C(=O)NCCNc3ccccc3)N2C1=O
→ 0, -8, -3
> Cc1cc[n+](CC(=O)NS(=O)(=O)c2ccc(Cl)cc2)cc1
→ 3, -10, ·

Six entries from above, sorted by SMILES length, smallest number first.
Each structure is followed by: NPYLR7 agonist, hcGAS inh, mcGAS lum
> NC(=O)CCN(C(=O)c1cccc2c1OCCO2)c1ccccc1
→ 5, -9, ·
> CCn1nnc2cc(C(=O)N3CCN(c4ccccc4)CC3)ccc21
→ -1, -2, 0
> Cc1cc[n+](CC(=O)NS(=O)(=O)c2ccc(Cl)cc2)cc1
→ 3, -10, ·
> CCNC(=O)CN(c1nc(-c2ccc(OC)cc2)cs1)c1ccccc1Cl
→ ·, -5, -5
> O=C(O)C(=O)N1C2CCC3(CC2)OC(=O)N(Cc2ccccc2)CC13 (stereo unspecified)
→ 28, -7, -8
> CN(C)CC(=O)N[C@H]1CC[C@@H]2SC[C@@H](C(=O)NCCNc3ccccc3)N2C1=O
→ 0, -8, -3

More entries follow:
Each structure is followed by: NPYLR7 agonist, hcGAS inh, mcGAS lum
> CC(C)C(=O)Nc1ccc2c(c1)N(C(=O)c1ccccc1)CCC2
→ -4, -2, ·
> COc1ccc(CCn2c(=O)c3ncccc3n(CC(=O)NC3CCCC3)c2=O)cc1OC
→ 2, -8, ·
> Cc1noc(C)c1CC(=O)N1CCCC(Nc2ccc(F)c(F)c2)C1 (stereo unspecified)
→ 21, -4, ·
> Cc1ncsc1CCC(=O)N(Cc1nccn1C)C1CC1
→ 5, -8, ·
> O=C(NCc1csc(Cc2ccccc2)n1)c1cn(C2CCCCC2)nn1
→ 7, -4, -9
> Cc1nc2c(C(=O)N3[C@@H]4CC[C@H]3CN(C)C(=O)C4)cccc2[nH]1
→ -6, -4, -6
> CNC(=O)c1ccc(Cl)c(S(=O)(=O)NC)c1
→ -32, -3, ·
> CCOc1ccc(OCC)c(-c2c(=O)n(OCc3ccc(Cl)cc3)c3ccccc3[n+]2[O-])c1
→ 0, -3, ·
> CN(C)S(=O)(=O)c1ccc(C(=O)NCc2nnc(SCC(=O)Nc3nccs3)n2-c2cccc(Cl)c2)cc1
→ -6, -3, ·
> CCOC(=O)c1ccc(C(=O)NCc2ccccc2)nc1C
→ 3, -6, ·
> Cc1ccc(C2CC(=O)Nc3n[nH]c(C)c32)cc1 (stereo unspecified)
→ 4, -3, -6
> Cc1nc2ccc(C(=O)NCCN(C)C)cn2c1N(C)CC1CCCCC1
→ -5, -12, -4
> Cc1nc2ccccn2c1CN1CCN(CC(=O)Nc2ccc(F)cc2)CC1
→ 2, -6, ·
> Cc1c(Cl)cccc1N1CCN(C(=O)c2cccc(F)c2)C(C)C1=O (stereo unspecified)
→ -1, -5, -5
> O=C(c1ccc(Cl)cc1Cl)N1CCc2sccc2C1c1ccc(F)cc1 (stereo unspecified)
→ 7, 0, -2
> Cc1ccnc(NC(=O)c2cccc(CS(C)=O)c2)c1 (stereo unspecified)
→ 1, -18, ·
> CC(C)(C)c1ccnc2nc(N3CCN(S(=O)(=O)c4cccc([N+](=O)[O-])c4)CC3)nn12
→ 1, -6, -8
> Cc1cccc(-c2nc3scc(CCNS(=O)(=O)c4c(C)cc(C)cc4C)n3n2)c1
→ -12, -5, -8
> CCOc1ccc(C(=O)N2CCN(c3ccc(-n4nc(C)cc4C)nn3)CC2)cc1OCC
→ -6, -5, -8
> CNC(=O)C1CC(=O)N(C2CCCCCC2)C1 (stereo unspecified)
→ 10, -2, ·
> CC(C)COC(=O)C(C)NC(=O)CC1CCCC1 (stereo unspecified)
→ -1, -17, ·
> CC(SCc1nc2ccsc2c(=O)[nH]1)c1cccs1 (stereo unspecified)
→ 4, -16, ·
> CC(c1nc2ccccc2c(=O)n1-c1ccc(Cl)cc1)N(CCN(C)C)C(=O)Nc1cccc(Br)c1 (stereo unspecified)
→ 7, -6, -5
> COCCNC(=O)c1cc2sc(C)cc2n1Cc1ccccc1C
→ 5, -6, ·
> Cn1c(O)c(C=NC23CC4CC(CC(C4)C2)C3)c(=O)n(C)c1=O
→ -2, 2, -1
> COc1cccc(C(CN2CCN(C(=O)c3cccs3)CC2)OCc2ccc(C#N)cc2)c1 (stereo unspecified)
→ -5, -7, -5
> CCCN1CCN(C(C)C(=O)Nc2ccc(C)c(F)c2)CC1 (stereo unspecified)
→ 5, -8, -4
> CC1(C)CC(=O)N(C2CCCCC2)C1(C)O (stereo unspecified)
→ -1, 6, ·
> CCN(CC)S(=O)(=O)c1ccc(O)c(NC(=O)c2ccc(C)s2)c1
→ 12, -4, -3
> CCOc1ncccc1CN1CCCC(C(=O)NCCSCc2ccccc2)C1 (stereo unspecified)
→ 0, -12, -5
> Cc1ccc(C2(C)NC(=O)N(CC(=O)NC(C)c3cccs3)C2=O)cc1 (stereo unspecified)
→ -3, -6, -8
> COc1ccccc1CC1CCCN1CC(=O)N1CCN(S(C)(=O)=O)CC1 (stereo unspecified)
→ -1, -4, ·
> O=C(C=Cc1cc(Cl)c2c(c1)OCO2)N1CCN(C(=O)C2CCCO2)CC1 (stereo unspecified)
→ -4, 2, ·
> CCn1c(=O)c2c(nc3n2CCCN3c2ccc(OC)cc2OC)n(C)c1=O
→ 4, -4, -6
> CCc1c(C)nn(-c2ccc(C(=O)NCCc3ccccc3)cc2)c1C
→ -9, -3, -3
> Cc1nccn1CCN(C)Cc1cn(C)nc1-c1ccc(C2CCCCC2)cc1
→ 2, 0, ·
> Cc1cccc(OCC(O)CSc2ncc3ccccn23)c1 (stereo unspecified)
→ 5, -10, ·
> COC[C@H]1CCCN1C(=O)CC[C@H]1CNC(=O)[C@@H]2[C@@H](CCN2C(C)C)N1C
→ -9, -4, -5
> CCc1ccc(-c2nnn(CC(=O)NC(=O)NCc3ccco3)n2)cc1
→ -2, -7, ·
> C[n+]1ccccc1N1CC2(C)CC1CC(C)(C)C2 (stereo unspecified)
→ -5, -6, ·
> CCCC(=O)NC(c1ccc(OC)c(OC)c1)c1ccc2cccnc2c1O (stereo unspecified)
→ -4, -5, ·
> CCOC(=O)c1cccc(NC(=O)NC(C)(C)Cc2c[nH]c3ccccc23)c1
→ -4, -5, -5
> COc1ccc(-c2cc(C(F)(F)F)n3ncc(C(=O)N4CCN(C)CC4)c3n2)cc1
→ -8, 2, 0
> CSCCC(NC(=O)c1ccco1)C(=O)NC1CCC(c2ccccc2)CC1 (stereo unspecified)
→ 1, -4, ·
> CCCCCCc1ccc(C(=O)Nc2ccc(N3CCN(c4ccccc4OC)CC3)c(C(=O)NCCOC)c2)cc1
→ -3, -4, -5
> COc1ccccc1/C=N\NC(=O)Cn1cnc([N+](=O)[O-])n1
→ -7, -2, -4
> CC(=O)Nc1ccc(SCCCC(=O)Nc2nccs2)nn1
→ 0, -6, -9
